High-throughput results as filed in PubChem BioAssay.
a7 integrin act: activates integrin-mediated alleviation for muscular dystrophy; alpha7betagal myoblasts, beta-gal FDG fluorescence, 48 h; Potency, µM (highest dose often 38.3 µM), without a hit: top-dose activation, actives largely listed as activators; 350,000 compounds, 0.064% hits; AID 624291;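 also: potency is read from the fitted curve at half-maximal effect; 100% = response of the positive control SU9516; nearly all actives have a fitted effect of over 60% in size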
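alpha7betagal+/- myoblasts (passage 13, 250/well) treated 48 h at 37C with compounds at 1:260 dilution of DMSO stock. Lysed, then beta-galactosidase activity read as FDG fluorescence (ex 480/em 540) after 30 min, with pre-read for autofluorescence.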
PTAP TSG101 blk: blocks PTAP/TSG101 interaction to inhibit HIV-1 budding; 340,000 tested, under 10 active; Fluorescence polarization, FITC-PTAP peptide / Tsg101 binding; Potency, µM (doses to about 115 µM), without a hit: at the highest dose activity change, negative = inhibition, usual class: inhibitors; AID 493005; Q99816; active = well fitted inhibition curve with a large enough effect in the main read-out, with a control signal flat, not every such curve was filed as active; inconclusive = small, poorly fitted or top-dose-only effect, or effect the other way, or a change in a side signal; inactive = no such curve, though single readings can be large or run the other way; also: potency is read from the fitted curve at half-maximal effect; % of control where 0% means no effect
Target sequence (Q99816 whole entry, looked up): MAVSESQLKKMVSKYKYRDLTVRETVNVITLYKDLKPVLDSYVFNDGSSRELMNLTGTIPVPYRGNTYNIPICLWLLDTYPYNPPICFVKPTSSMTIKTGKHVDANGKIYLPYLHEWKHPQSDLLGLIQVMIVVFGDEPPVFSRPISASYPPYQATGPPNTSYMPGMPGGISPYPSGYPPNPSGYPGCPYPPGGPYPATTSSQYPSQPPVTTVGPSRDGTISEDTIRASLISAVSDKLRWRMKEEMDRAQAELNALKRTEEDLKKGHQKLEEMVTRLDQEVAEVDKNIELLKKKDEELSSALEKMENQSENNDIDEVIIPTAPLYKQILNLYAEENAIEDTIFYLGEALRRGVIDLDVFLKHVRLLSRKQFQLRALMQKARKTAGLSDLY
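Steps: Tsg101 binding domain dispensed (10 uM final), compounds pinned in DMSO, FITC-labeled PTAP-motif peptide added (50 nM final); after 20 min binding at room temperature, polarization measured.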
GALK inhibitor: galactokinase (human) inhibition | Purified GALK, Kinase-Glo residual ATP luminescence | Potency, µM (titrated, usually from 57.5 µM), for the others: at the highest dose activity change, negative = inhibition, actives largely listed as inhibitors | 270,000 compounds, 0.007% hits; also: potency is read from the fitted curve at half-maximal effect; % is scaled to controls: 0 for no effect and ±100 for the full control effect
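Compounds were pin-transferred into ATP buffer (35 uM final), then GALK plus galactose (5 nM, 100 uM final) was added. After 1 h at room temperature, Kinase-Glo Plus was added and luminescence read after 10 min.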
FBPA coupling cs: counter-screen for Giardia aldolase inhibitors: coupling enzyme system; coupling enzyme system counterscreen, AmpLite Red fluorescence; activity change, negative = inhibition, % at 58.2 µM, hits read low; 290,000 compounds, 0.67% hits; AID 2472; in the data active = activity change below about -30%; also: % is scaled to controls: 0 for no effect and ±100 for the full control effect
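Final compound at 57.5 uM, incubated 10 min at RT with coupling enzyme reagent (glyceraldehyde-3-phosphate), then 20 min with substrate and AmpLite Red detection. Fluorescence read at 525/598 nm; tests interference with the coupling assay, not aldolase inhibition.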
Tb PFK inh: inhibitors of T. brucei phosphofructokinase | O15648 | T. brucei PFK, ADP-Glo luminescence | Potency, µM (top dose mostly 57.5 µM), for inactives: top-dose activity, negative = inhibition, actives largely listed as inhibitors | 330,000 compounds, 0.17% hits | AID 485367;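 also: potency is read from the fitted curve at half-maximal effect; 0% = uninhibited 1x PFK enzyme wells and -100% = no-enzyme wells; nearly all actives have a fitted effect of over 60% in size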
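Luminescent ADP detection (ADP-Glo, two-step: ATP depletion then ADP-to-ATP conversion for luciferase) reported PFK activity after 45 min room-temperature reaction of 1.25 nM enzyme with 0.5 mM F6P and 0.1 mM ATP at pH 8.0.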
PKM2 act: activators of human pyruvate kinase M2 | AID 1631 | purified PKM2, Kinase-Glo ATP luminescence, activation; response scale: 0% is enzyme alone, no compound | 260,000 compounds, 0.34% hits | P14618 | Potency, µM (series often up to 57.5 µM), inactives show at the highest dose activation, usual class: activators; also: potency is read from the fitted curve at half-maximal effect; % is scaled to controls: 0 for no effect and ±100 for the full control effect; nearly all actives have a fitted effect of over 55% in size
Target sequence (P14618 whole entry, looked up): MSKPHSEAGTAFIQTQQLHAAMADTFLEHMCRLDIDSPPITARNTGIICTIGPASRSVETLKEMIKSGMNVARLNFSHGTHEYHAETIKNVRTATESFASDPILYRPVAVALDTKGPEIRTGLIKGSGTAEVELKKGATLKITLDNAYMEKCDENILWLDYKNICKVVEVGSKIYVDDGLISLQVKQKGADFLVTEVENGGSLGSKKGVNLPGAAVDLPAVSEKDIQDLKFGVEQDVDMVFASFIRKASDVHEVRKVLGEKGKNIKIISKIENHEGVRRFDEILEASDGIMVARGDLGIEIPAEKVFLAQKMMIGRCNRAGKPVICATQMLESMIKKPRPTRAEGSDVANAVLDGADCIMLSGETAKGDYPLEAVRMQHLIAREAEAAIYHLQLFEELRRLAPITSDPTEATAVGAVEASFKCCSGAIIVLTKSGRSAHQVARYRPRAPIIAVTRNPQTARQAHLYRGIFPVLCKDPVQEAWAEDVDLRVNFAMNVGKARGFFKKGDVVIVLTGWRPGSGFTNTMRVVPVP
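Purified hPK-M2 (>95% pure) converted ADP (0.1 mM final) to ATP with 0.5 mM PEP in 50 mM imidazole pH7.2, KCl, MgCl2, Tween 20, BSA; 1 h at room temperature. ATP detected by Kinase-Glo luminescence.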
B2AR arrestin: beta2AR (human) beta-arrestin recruitment activity. P07550. beta-arrestin recruitment to beta2AR, cell-based reporter. Potency, µM (series often up to 46.1 µM), without a hit: at the highest dose activation, most hits filed as activators. 330,000 compounds, 0.02% hits. AID 492947;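 also: potency is read from the fitted curve at half-maximal effect; 0% = DMSO controls and full agonism = EC100 isoproterenol or metaproterenol; nearly all actives have a fitted effect of over 65% in size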
ASM inhibitor: human S-ASM enzyme inhibition. Potency, µM (top dose mostly 57.5 µM), for inactives: at the highest dose activity change, negative = inhibition, hits mostly inhibitors. 340,000 compounds, 0.006% hits. placental ASM, HMU-PC fluorogenic substrate, 60 min. P17405; also: potency is read from the fitted curve at half-maximal effect
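Steps: dispense placental human ASM, pin compound, wait 10 min at room temperature, add HMU-PC0 substrate at 9 uM final, incubate 60 min at 37 °C, add stop solution raising pH to 10, read fluorescence.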
Giardia kill: Giardia lamblia killing | Giardia lamblia trophozoite viability | activity change, % at 7.66 µM, hits read low | 340,000 compounds, 0.15% hits | AID 540267; in the data active = activity change below about -80%; inconclusive = between about -30% and that limit;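 also: parasites exposed to compound for two days anaerobically before the ATP read; % is scaled to controls: 0 for no effect and ±100 for the full control effect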
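Trophozoites 100 cells/well + cpd; 48 hrs, 37 deg C, anaerobic. ATPLite 1-Step added, 15-30 min RT, luminescence read (ATP-based viability).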
BCR signal inh: chronic active BCR signaling inhibition | Potency, µM (titrated, usually from 46.1 µM), for inactives: at the top dose ratio change, negative = lower green/red ratio, actives largely listed as inhibitors | 340,000 compounds, 0.05% hits | ABC-DLBCL IkBa-CBG/CBR reporter, luminescence ratio, 4 h; active = well fitted inhibition curve with a large enough effect in the signal ratio, with a control signal flat, not every such curve was filed as active; inconclusive = small, poorly fitted or top-dose-only effect, or effect the other way, or a change in a side signal; the % refers to the signal ratio;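 also: potency is read from the fitted curve at half-maximal effect; plate controls were basal doxycycline-induced cells for no effect and cells given 10 µM MG132 for full effect; MG132 reads +100%, hits lower the ratio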
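TMD8 human ABC-DLBCL cells with doxycycline-inducible IκBα–green luciferase fusion and unfused red luciferase, in 0.5% FBS medium; compounds up to 46 uM, 4 h at 37C. Green/red luminescence ratio, filter-overlap corrected, fitted to concentration-response curves.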
Menin-MLL TR inh: displaces Texas Red mutant MLL peptide from human menin; O00255; Menin + Texas Red MLL mutant peptide, fluorescence polarization; Potency, µM (doses to about 61.6 µM), without a hit: at the top dose FP activity change, negative = inhibition, hits mostly inhibitors; 270,000 compounds, 0.23% hits; active = well fitted inhibition curve with a large enough effect in the polarisation, with a control signal flat, not every such curve was filed as active; inconclusive = small, poorly fitted or top-dose-only effect, or effect the other way, or a change in a side signal; inactive = no such curve, though single readings can be large or run the other way; the % refers to the polarisation; also: potency is read from the fitted curve at half-maximal effect; % of control where 0% means no effect; many of its hits are not listed in these tables
Numbers without * were called inactive; i = inactive; ? = inconclusive; / = not tested or not shown; [ ] = dose if it differs, or a comment. Unless noted, calls follow the shape of the dose curve; as a rule, active = well fitted curve in the direction sought with a large enough effect; inconclusive = small, poorly fitted or top-dose-only effect, or another doubt; inactive = no such curve, though single readings can be large; an effect the other way counts as inactive or inconclusive.

SMILES	a7 integrin act	PTAP TSG101 blk	GALK inhibitor	FBPA coupling cs	Tb PFK inh	PKM2 act	B2AR arrestin	ASM inhibitor	Giardia kill	BCR signal inh	Menin-MLL TR inh
COc1ccc(/C=C/C(=O)Nc2ccc3nc4n(c(=O)c3c2)CCCC4)cc1	3%	-3%	-1%	1	0%	-8%	0.0%	298%	2	2%	-3%
CCS(=O)(=O)C1=NN2C(=N)/C(=C\c3ccc(OC(=O)c4ccco4)c(OC)c3)C(=O)N=C2S1	41%	1%	1%	/	-16%	/	0.0%	?	8	6%	/
CCN(CC)c1ccc(C=C(c2nnnn2-c2ccc(C)cc2)c2nnnn2-c2ccc(C)cc2)cc1	10%	9%	-1%	0	1%	5%	-0.3%	-1%	-26	9%	-25%
COc1ccc(S(=O)(=O)N2CCCCC2)cc1NC(=O)[C@@H]1CCCN1C(=O)c1cccs1	-37%	-2%	/	/	-1%	/	-1.4%	2%	29	-1%	/
COc1ccc(C2N(c3cc(C)on3)C(=O)C3CCCN32)cc1OC (stereo not drawn)	6%	-2%	2%	1	-1%	-5%	0.2%	2%	-4	-3%	1%
Cc1ccccc1N1CCN(Cc2c(C#N)c3ccccc3n2C)CC1	-12%	2%	12%	0	-3%	1%	-0.3%	-9%	15	4%	8%
COC(=O)C1C(=O)NC(SC)=C(C#N)C1c1ccccc1F (stereo not drawn)	-4%	-3%	-1%	1	0%	10%	-0.5%	5%	7	0%	-9%
CC(C)n1c(SCc2cc(=O)[nH]c3ccccc23)nc2c1c(=O)n(C)c(=O)n2C	-3%	0%	-3%	1	-3%	-1%	-0.1%	0%	-3	1%	-20%
CCC(CC)NC(=O)Cc1ccc(F)cc1	0%	-4%	-2%	1	7%	4%	-0.2%	-2%	1	3%	12%
CCOc1ccc(NC(=O)CCN2C(=O)c3ccccc3C2=O)cc1	32%	-8%	5%	-1	-1%	6%	0.3%	-2%	5	?	?
Cc1cc(C)c2c(N)c(C(=O)NN3CC(=O)N(c4ccccc4F)CC3=O)sc2n1	-16%	-2%	0%	-15	1%	-2%	0.1%	23%	-1	7%	-1%
COc1cc(C(Nc2ccc3c(c2)OCO3)C(=O)NC2CCCCC2)cc(OC)c1OC (stereo not drawn)	-1%	-2%	-5%	-21	9%	-6%	-0.2%	-1%	36[activator]	?	?

Whole records, looked up by structure. Screens in order: a7 integrin act	PTAP TSG101 blk	GALK inhibitor	FBPA coupling cs	Tb PFK inh	PKM2 act	B2AR arrestin	ASM inhibitor	Giardia kill	BCR signal inh	Menin-MLL TR inh
Cc1ccccc1N1CCN(Cc2c(C#N)c3ccccc3n2C)CC1 as listed: -12%	2%	12%	0	-3%	1%	-0.3%	-9%	15	4%	8%
CCN(CC)c1ccc(C=C(c2nnnn2-c2ccc(C)cc2)c2nnnn2-c2ccc(C)cc2)cc1 as listed: 10%	9%	-1%	0	1%	5%	-0.3%	-1%	-26	9%	-25%
COc1cc(C(Nc2ccc3c(c2)OCO3)C(=O)NC2CCCCC2)cc(OC)c1OC (stereo not drawn) as listed: -1%	-2%	-5%	-21	9%	-6%	-0.2%	-1%	36[activator]	?	?
COc1ccc(S(=O)(=O)N2CCCCC2)cc1NC(=O)[C@@H]1CCCN1C(=O)c1cccs1 as listed: -37%	-2%	/	/	-1%	/	-1.4%	2%	29	-1%	/
Cc1cc(C)c2c(N)c(C(=O)NN3CC(=O)N(c4ccccc4F)CC3=O)sc2n1 as listed: -16%	-2%	0%	-15	1%	-2%	0.1%	23%	-1	7%	-1%

Later entries.
SMILES	a7 integrin act	PTAP TSG101 blk	GALK inhibitor	FBPA coupling cs	Tb PFK inh	PKM2 act	B2AR arrestin	ASM inhibitor	Giardia kill	BCR signal inh	Menin-MLL TR inh
Fc1ccccc1CNc1ncnc2sccc12	-22%	0%	0%	-2	-4%	8%	-0.4%	3%	-6	-14%	32%[activator]
O=C(NCCc1ccccc1F)C1CCC(=O)N(Cc2ccc(Cl)cc2)C1 (stereo not drawn)	10%	-4%	7%	2	-17%	0%[0.46 µM]	-0.4%	0%	-11	7%	8%
CCOC(=O)C1=CN(Cc2cccc(-c3cccnc3)c2)S(=O)(=O)N(CC)C1C (stereo not drawn)	-2%	-5%	/	/	4%	/	15%	-1%	-9	?	/
CSc1ccc(CNC(=O)c2ccc(NC(=O)C3=CSCCO3)cc2)cc1	31%	-6%	-5%	/	2%	/	0.1%	5%	12	5%	/
Cc1ccc(N(C(=O)c2csnn2)C(C(=O)NC(C)(C)C)c2cccs2)cc1 (stereo not drawn)	-26%	1%	4%	0	-4%	1%	0.3%	5%	1	-4%	-18%
Cc1noc(/C=C/N(C)C)c1S(=O)(=O)N1CCCC(C(=O)Nc2ccc(F)cc2F)C1 (stereo not drawn)	?	-1%	0%	/	-5%	/	-0.4%	-1%	16	10%	/
Cc1ccn2c(C=O)c(-c3ccc(F)cc3)c(C=O)c2c1	-17%	-3%	-1%	0	1%	0%	-0.1%	12%	0	-9%	1%
C#CC(C)(CC)NC(=O)Cn1nnc(-c2cccc(C(F)(F)F)c2)n1 (stereo not drawn)	9%	-2%	-2%	3	-1%	3%	-0.3%	0%	3	?	18%
O=C(c1cccs1)N1CCN(c2ncccn2)CC1	-1%	-1%	0%	0	4%	1%	-0.2%	5%	-2	13%	-13%
CSC1=NCCN1C(=O)c1ccco1	-10%	0%	0%	-2	3%	1%	6.8%	1%	-14	14%	-3%
Cc1nc(Nc2cnc(/C=C/c3cc(C(=O)Nc4cccc(C(F)(F)F)c4)ccc3C)cn2)cc(N2CCNCC2)n1	-44%	16%	/	-1	18%	3%	-0.6%	i	-3	?	35%[activator]
CCCSc1nnc2nc3c(nn12)c1ccccc1n3C	-20%	-4%	-1%	1	-2%	11%	-0.4%	-6%	-5	0%	32%[activator]
Cc1cccc(NC(=O)c2cc(S(=O)(=O)N3CCCC3)cn2C)c1	3%	-1%	/	1	-3%	2%	-0.1%	-4%	2	3%	-13%
Cc1ccccc1NC(=O)Nc1ccccc1C(N)=O	41%	-6%	9%	-1	-12%	-2%	-0.2%	5%	-1	?	12%
COc1ccccc1C(=O)c1c(C)c(CCC#N)n2ccccc12	9%	-1%	/	-6	1%	/	0.1%	-5%	5	-3%	12%
COc1ccccc1C(=O)NC(=O)COC(=O)c1cccc(C)c1O	-3%	1%	/	/	0%	/	0.1%	-6%	-18	10%	/
COCC(O)CSc1c([N+](=O)[O-])nc(C)n1Cc1ccc(OC)c([N+](=O)[O-])c1 (stereo not drawn)	-4%	-2%	1%	4	-1%	15%	-0.2%	-1%	-16	0%	14%
CCN1CCCC1CNC(=O)c1cn(C)c2ccc(S(=O)(=O)N3CCCCCC3)cc2c1=O (stereo not drawn)	-2%	-4%	-3%	-3	1%	-4%	6.6%	-2%	-13	-1%	-24%
O=C(COc1ccccc1C(=O)O)Nc1nc2ccc([N+](=O)[O-])cc2s1	11%	-5%	/	7	4%	0%	0.0%	-4%	-23	?	/
Cc1cc(C)c(NC(=O)Cn2nnc(C(=O)NCCc3ccccc3)c2N)c(C)c1	-23%	-2%	5%	-1	-2%	-2%	0.3%	1%	3	9%	?
COc1cc2c(cc1OC)C(NNC(=O)c1ccc(Br)o1)=NC(C)(C)C2	21%	3%	3%	/	8%	/	0.3%	2%	-9	0%	/
CN1CCN(C/C(=C2/N=C(c3ccccc3)OC2=O)N(C)C)CC1	-14%[7.66 µM]	-14%	-1%	2	-2%	0%	-0.3%	-3%	13	-5%	-14%
COCCCNC(=O)Cn1cnc2sc(C)c(S(=O)(=O)N3CCN(c4ccccc4OC)CC3)c2c1=O	31%	-3%	0%	0	-1%	-5%	0.1%	2%	-15	-9%	7%

The list is partial; the hit share may differ from the screen's.
